human PMI inhibition – inhibitors of human PMI, primary screen, biochemical, fluorescence intensity, coupled assay (AID 1209) | actives 0.42% (n = 190,000) | one-dose inhibition, % at 20 µM; IC50 in µM for titrated hits | purified PMI enzyme, coupled fluorescence intensity; higher % means a stronger effect | Mannose-6-phosphate isomerase (Homo sapiens);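 further: plate controls were DMSO vehicle for no effect and wells lacking substrate for full effect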
human PMI inhibitors – human PMI inhibitors, high substrate, primary screen, biochemical, fluorescence intensity, high mannose 6-phosphate (AID 1220). actives 0.66% (n = 190,000). recombinant PMI enzyme, coupled fluorescence intensity; higher % means a stronger effect. one-dose inhibition, % at 20 µM; IC50 in µM for titrated hits. Mannose-6-phosphate isomerase (Homo sapiens)
P. falciparum M17LAP – P. falciparum M17LAP inhibitors, primary screen, biochemical, fluorogenic H-Leu-NHMec substrate, 1536-well (AID 1619); recombinant M17LAP, H-Leu-NHMec fluorogenic kinetic assay; higher % means a stronger effect; Leucine aminopeptidase (Plasmodium falciparum (isolate 3D7)); actives 0.38% (n = 220,000); inhibition, % at 30 µM; hits with a dose series show IC50 in µM;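 active means compound inhibiting the enzyme by more than half at any dose during confirmatory dose-response retesting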;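 further: plate controls were full reaction with DMSO carrier for no effect and no enzyme background for full effect; strong numbers were not always called active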
Yfh1-off respiration – enhancers of respiration in Yfh1-depleted yeast, dose response, Friedreich's ataxia, plus single-dose screen (AID 1465); actives 0.074% (n = 220,000); one-dose fold induction at 50 µM; EC50 in µM for titrated hits; S. cerevisiae Yfh1-off respiration, WST-1 reduction, 72 h; higher fold induction means a stronger effect;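 active means fold induction of absorbance versus untreated yeast above a set limit, then at least 30% activation at any dose in follow-up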;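 further: activators that raise dye reduction in frataxin-depleted yeast; strong numbers were not always called active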
WT yeast gro inh – growth inhibition of WT strain, primary screen, mitochondrial fusion inhibitor project, WT and mutant strains, chemical genetic | mitochondrial fusion phenotypic screen | inhibition, % at 10 µM | actives 2.1% (n = 190,000); in the data active means inhibition above about 58%; tested in S. cerevisiae
XIAP displacement – XIAP antagonists, biochemical, IAP family, fluorescence polarization (AID 1018); E3 ubiquitin-protein ligase XIAP (Homo sapiens); XIAP BIR domain, fluorescence polarization peptide displacement; higher % means a stronger effect; displacement, % at 20 µM; hits with a dose series show IC50 in µM; actives 0.007% (n = 200,000); in the data active means displacement above about 50%; further: a part of the inactive calls stands beside numbers as strong as those of hits
TNAP activation fold – human TNAP enzyme activators, primary screen, biochemical, luminescent, no phosphate acceptor, uHTS (AID 1001); actives 0.03% (n = 200,000); activation fold at 20 µM, or EC50 in µM where a hit was titrated; purified TNAP, luminescent activation assay, no phosphate acceptor; higher activation fold means a stronger effect; Alkaline phosphatase, tissue-nonspecific isozyme (Homo sapiens); in the data active means activation fold from about 3, or a potency from the dose series; inactive means the rest, 99 in 100 with activation fold below about 1.6; further: many of its hits are not listed in these tables
LYP phosphatase – inhibitors of LYP phosphatase, biochemical, fluorescence intensity, uHTS (AID 1779); recombinant LYP phosphatase, fluorescence intensity; higher % means a stronger effect; inhibition, % at 11.5 µM; hits with a dose series show IC50 in µM; actives 0.054% (n = 290,000);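 further: plate controls were vehicle with enzyme for no effect and no enzyme for full effect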
P. falciparum M1AAP – P. falciparum M1AAP inhibitors, biochemical, fluorogenic H-Leu-NHMec substrate, 1536-well (AID 1445) | Aminopeptidase N (Plasmodium falciparum (isolate 3D7)) | recombinant M1AAP, H-Leu-NHMec fluorogenic kinetic assay; higher % means a stronger effect | actives 0.42% (n = 220,000) | one-dose inhibition, % at 30 µM; IC50 in µM for titrated hits;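 active means primary inhibition above the hit cutoff, then over 50% inhibition at one or more dose response concentrations, cut at about 23% in these data, passing the limit was not always enough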;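 further: plate controls were DMSO full reaction for no effect and no enzyme background for full effect; strong numbers were not always called active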
WT yeast gro inh mutant strain – recorded beside WT yeast gro inh, whose call it bears; inhibition, %; mitochondrial fusion phenotypic screen, mutant strain inhibition
* = called active by the depositor; i = inactive; / = no result given. Unless noted, no stated cut-off is given here; in the data, active means inhibition above about 50%; inactive means the rest. Random draw from the library. Share with any hit: about 3.7%.

SMILES | human PMI inhibition | human PMI inhibitors | P. falciparum M17LAP | Yfh1-off respiration | WT yeast gro inh | WT yeast gro inh mutant strain | XIAP displacement | TNAP activation fold | LYP phosphatase | P. falciparum M1AAP
Cc1ccc(C)n1-c1nc(=S)[nH][nH]1 | 14µM* | 36% | 31% | i | -2 | -2 | -2.2% | 1.1 | -7% | 8%
COc1ccccc1OCCCn1c(C)c(C#N)c2ccccc21 | 15% | 7% | 4% | i | 13 | 12 | -3.7% | 1.1 | -7% | 3%
OCCN(CCO)c1nc2ccccc2[nH]1 | / | / | -6% | i | / | / | / | / | -6% | -5%
C=C(Br)CN1CCN(CC(=C)Br)CC1 | -3% | -6% | 3% | i | 17 | 28 | -5.9% | 1 | -1% | 1%
CCN(CC)C(=O)c1csc(Nc2ccc(C)cc2)n1 | 3% | -1% | 20% | i | 9 | 28 | -7.1% | 1.1 | 0% | 11%
Cc1cc(C)c2c(=O)cc(C(F)(F)F)oc2n1 | 0% | 2% | 2% | i | -5 | 6 | -4.9% | 1.1 | 0% | 4%
COc1cc(/C=N/NC(=O)c2ccc(Cl)cc2)ccc1OCC(=O)N1CC(C)OC(C)C1 (stereo not given) | -4% | -4% | 10% | i | -28 | -11 | -4.5% | 1.1 | 2% | 2%
Cc1ccc(S(=O)(=O)NC2CCCC2)cc1C | -13% | -10% | 4% | i | -20 | 2 | -2.2% | 1.1 | -4% | 5%
CCC(C)(C)c1ccc(OCCCC[n+]2ccccc2)c(C(C)(C)CC)c1 | -2% | 1% | 1% | i | 93* | 89* | 0.0% | 0.9 | -22% | 3%
O=C(CO/N=C/c1ccccc1)N1c2ccccc2Oc2ccccc21 | 12% | 8% | -1% | i | 47 | -5 | 1.8% | 1.1 | -1% | -1%
CCN(CCCNC(=O)COc1cc(=O)n(CC)c2ccccc12)Cc1ccccc1 | 8% | 11% | 2% | i | 15 | 26 | -2.2% | 1.1 | 6% | -3%
O=CN(c1ccccc1)c1ccc2ccccc2c1 | 10% | 6% | 15% | i | -9 | -12 | -0.7% | 1.1 | -4% | 1%
O=C(CNC(=O)c1ccccc1F)N/N=C/c1cc(Br)ccc1OC(=O)/C=C/c1ccco1 | 0% | 2% | -2% | i | 15 | 2 | -3.6% | 1.1 | 1% | 40%
Cc1ccoc1C(=O)NCCCNC(=O)c1occc1C | 1% | 41% | 10% | i | -10 | -2 | -5.9% | 1 | -6% | 6%
CSc1ccn(CCC(=O)O)c(=O)n1 | 1% | 2% | 2% | i | 0 | 21 | 2.4% | 1.1 | -11% | -2%
O=C(CSc1ncn[nH]1)N1CCN(c2nnc(-c3ccccc3)c3ccccc23)CC1 | 4% | 8% | 39% | i | 18 | 15 | -3.8% | 0.9 | -1% | 2%
O=C(NCCCN1CCOCC1)c1cnn2c(-c3ccccc3)cc(-c3ccccc3)nc12 | -9% | -7% | -45% | / | 2 | -25 | -2.1% | 0.9 | 6% | 15%
O=C(NNc1nc2ccccc2s1)Nc1ccccc1 | -8% | -6% | -19% | i | 9 | 16 | -5.3% | 1 | -6% | 2%
NC(=O)c1cc(-c2ccccc2)nc(Oc2ccccc2)n1 | 11% | 9% | 0% | i | 12 | 16 | -6.3% | 1.1 | 7% | 15%
CC1(C)CC(=O)/C(=C(\O)Cc2ccccc2)C(=NCCCCCC(=O)O)C1 | 16% | 13% | -3% | i | -9 | 3 | -10% | 1 | -5% | 0%
O=C(CSCc1ccc([N+](=O)[O-])cc1)Nc1ccccc1C(=O)O | -3% | 2% | 20% | i | -29 | -10 | -5.5% | 1.1 | -1% | 9%
Cc1ccc(NC(=O)COC(=O)c2sccc2C)cc1S(=O)(=O)N1CCOCC1 | -10% | -28% | 3% | i | 0 | 20 | -8.6% | 1.1 | -8% | 11%
Cc1cc(C)nc(NS(=O)(=O)c2ccc(N/C=C/C(=O)c3ccc(Cl)cc3)cc2)n1 | -4% | -6% | -1% | i | -7 | 15 | -4.5% | 1 | 4% | 5%
CCCCC(=O)Nc1ccc(C(=O)NNC(=S)NC(=O)c2ccccc2[N+](=O)[O-])cc1 | -6% | -12% | -3% | i | 4 | -10 | -0.3% | 2.5 | -3% | 3%
Cn1c(=O)c2c(nc(CN3CCN(c4ccccc4)CC3)n2CCN2CCOCC2)n(C)c1=O | -4% | 6% | / | i | / | / | -3.1% | 1.1 | -3% | /
S=C(NCC1CCCO1)NC1CCCCC1 (stereo not given) | -4% | 1% | -1% | i | -9 | 3 | -8.0% | 1 | -10% | 1%
CCCc1nnc(NC(=O)CCC(=O)N2CCN(CCn3c(C)ccc3C)CC2)s1 | 12% | 17% | 5% | i | -7 | 3 | -5.6% | 1 | -2% | 10%
O=C(NC(=S)NCc1ccco1)c1ccccc1 | -2% | -1% | -3% | i | 16 | 17 | -4.7% | 1.1 | 1% | 3%
COc1ccccc1OCc1ccc(C(=O)Nc2ccc(Cl)cn2)o1 | -1% | 3% | 3% | i | 0 | -6 | -5.3% | 1.1 | -4% | 1%
O=C(O)CCSc1nnc(-c2ccc3c(c2)OCO3)o1 | -3% | 2% | 8% | i | -6 | -4 | 0.8% | 1.1 | -6% | -3%
O=C(c1ccc(S(=O)(=O)N2CCCCCC2)cc1)N1CCN(c2ccccn2)CC1 | 9% | 12% | -2% | i | -15 | 6 | -7.9% | 1 | -1% | 4%
Cc1cc(/C=N/n2cnnc2)c(C)n1-c1ccc(Cl)cc1Cl | 2% | 1% | 13% | i | 44 | 44 | -9.7% | 1.1 | 2% | 2%
Cc1c(NC(=O)COC(=O)c2ccc[nH]c2=O)c(=O)n(-c2ccccc2)n1C | 1% | -10% | 10% | i | 3 | -3 | -12% | 1 | -6% | -2%
C=CCN(Cc1nc(-c2ccc(OC)c(OC)c2)oc1C)C1CCS(=O)(=O)C1 (stereo not given) | / | / | -6% | i | 14 | -2 | -2.1% | 1.1 | 4% | -6%
CCCCCn1c(N2CCC(C(N)=O)CC2)nc2c1c(=O)[nH]c(=O)n2C | -5% | -3% | 4% | i | 2 | -8 | -1.0% | 1.1 | -7% | 3%
O=C1CCCC2=C1C(Cc1ccccc1)C1=C(CCCC1=O)O2 | -12% | -3% | 11% | i | 3 | 29 | 0.0% | 1.1 | 0% | 2%
CC(=O)Nc1ccc(OCC(O)CN2C(C)CCCC2C)cc1 (stereo not given) | -5% | -10% | 15% | i | -7 | -28 | 0.1% | 1.2 | -9% | 3%
COC(=O)C1(C)Nc2ccccc2C(=O)N1c1ccccc1OC (stereo not given) | 7% | 13% | -164% | / | 10 | -1 | -11% | 1 | -7% | 1%
O=C(CCn1c(=O)c2ccccc2n(CC(=O)N2CCN(c3ccccc3)CC2)c1=O)NCc1ccco1 | 4% | 7% | -1% | i | -2 | -2 | 0.5% | 1.1 | -2% | 0%
COc1ccc(-c2[nH]ncc2CN(CCO)CC23CC4CC(CC(C4)C2)C3)c(OC)c1 | 15% | 16% | -5% | i | 12 | 15 | -6.0% | 1 | -8% | -2%
CSc1nnc(C)c(=O)n1COC(=O)c1ccc(S(=O)(=O)N2CCCC2)cc1 | -6% | -8% | -5% | i | -13 | -14 | -9.9% | 1.2 | -9% | 2%
CCOC(=O)N1CCC(NC(=O)CS(=O)Cc2nc(-c3ccc(OC)c(OC)c3)oc2C)CC1 (stereo not given) | 8% | -7% | 7% | i | 8 | 4 | -5.2% | 1.1 | -5% | -2%
O=C(/C=C/c1c(F)cccc1Cl)c1ccc(F)cc1 | 14% | 14% | -2% | i | 10 | -10 | -3.6% | 1 | 3% | 2%
O=C(NCc1ccco1)C1(S(=O)(=O)c2ccc(Cl)cc2)CC1 | 7% | 5% | 1% | i | 1 | 36 | -11% | 1 | 4% | 5%
CC(C)(C)NC(=O)C(c1ccc(O)cc1)N(Cc1ccco1)C(=O)Cn1nnc(-c2cccs2)n1 (stereo not given) | 2% | 1% | 5% | i | -8 | -6 | -2.8% | 1.1 | -1% | 6%
COCCCn1cnc2c(c1=O)c1nc3ccccc3nc1n2-c1ccc(C)cc1 | 1% | 7% | 1% | i | -5 | 5 | -2.8% | 1.1 | 2% | 10%
Cc1cc(N/C(=N\S(=O)(=O)c2ccc(F)cc2F)c2ccccc2)no1 | 6% | 9% | 13% | / | -6 | -5 | -8.7% | 1 | -4% | 1%
Nc1nccc(/C=C/c2c(Cl)cccc2Cl)n1 | / | / | 2% | i | / | / | / | / | -5% | 8%
O=C(CCCN1C(=O)c2ccccc2C1=O)Nc1sc2c(c1C(=O)NCc1ccco1)CCC2 | 14% | 8% | -5% | i | 10 | 15 | -1.8% | 1 | -6% | 14%
CCOc1nnc(C)c2c(C)n(-c3cccc(OC)c3)nc12 | -8% | -1% | -3% | i | -11 | -13 | -0.5% | 1.1 | -1% | 0%
O=C(NCCN1CCOCC1)c1ccc2c(c1)ncn2C1CCCC1 | 8% | 1% | -12% | / | 10 | 13 | -4.0% | 1 | -4% | -5%
CCOc1ccc(NC(=O)c2cc3cc4ccc(OC)cc4nc3o2)cc1 | -4% | -4% | 2% | i | -1 | 1 | -9.9% | 1.3 | -6% | -1%
O=C(CSc1nnc(-c2ccc(F)cc2)o1)c1ccc2c(c1)OCCO2 | -4% | -13% | 2% | i | 18 | 19 | -7.9% | 1 | 0% | -2%
Cc1no[n+]([O-])c1COc1cccc(/C=C2\N=C(c3ccccc3)OC2=O)c1 | -8% | -6% | 14% | i | 20 | -3 | -1.5% | 1.1 | -1% | -8%
COc1ccc(O[C@H]2C=C[C@@H](c3ccccc3)O[C@@H]2CO/N=C/C[C@@H]2C=C[C@H](OC(C)=O)[C@@H](COC(C)=O)O2)cc1 | 9% | 13% | 6% | / | 43 | -2 | -5.6% | 1 | -1% | -6%
CCC(C)Cn1c(C(C)O)nc2ccccc21 (stereo not given) | 11% | 11% | 1% | i | -3 | -8 | -7.8% | 1.1 | -9% | 1%
CC(=O)c1ccc(NC(=O)/C(=C\c2cccs2)NC(=O)c2ccco2)cc1 | 12% | 9% | 6% | i | -5 | 5 | -6.2% | 1 | 6% | 0%
Cc1nn(C)c(C(=O)N/N=C/c2cccc3ccccc23)c1Cl | 0% | -1% | 1% | i | -17 | -1 | 2.3% | 1.1 | -2% | 0%

Not a retest: an excerpt of the list.
SMILES | human PMI inhibition | human PMI inhibitors | P. falciparum M17LAP | Yfh1-off respiration | WT yeast gro inh | WT yeast gro inh mutant strain | XIAP displacement | TNAP activation fold | LYP phosphatase | P. falciparum M1AAP
CCC(C)Cn1c(C(C)O)nc2ccccc21 (stereo not given) | 11% | 11% | 1% | i | -3 | -8 | -7.8% | 1.1 | -9% | 1%
CC(=O)c1ccc(NC(=O)/C(=C\c2cccs2)NC(=O)c2ccco2)cc1 | 12% | 9% | 6% | i | -5 | 5 | -6.2% | 1 | 6% | 0%

High-throughput results (PubChem)
